Assay outcomes: PubChem BioAssay, several laboratories
hiPSC survival: enhancers of single-cell hiPSC survival, primary screen, ATPlite luminescence. 360,000 compounds, 0.044% hits. AID 602274, 2012. survival enhancement, % at 20 µM. 100% = ROCK inhibitor wells, 0% = DMSO; in the data active = survival enhancement above about 18%;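 also: cells exposed to compounds for 16 hours before the ATP read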
MC4R ag barr: MC4R agonists recruiting beta-arrestin, primary screen, cell-based, luminescence, agonist arm of biased-ligand search. AID 540308, 2011. 360,000 compounds, 0.98% hits. activation, % at 8.9 µM. Melanocortin receptor 4 (Homo sapiens), P32245. U2OS MC4R beta-arrestin complementation; percent of melanotan II response, DMSO zero;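 active = activation above a per-plate cutoff, the mean activation of sample wells on that plate plus 3 SD, cut at about 8% in these data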
MC4R antagonist: MC4R antagonists of cAMP signaling, primary screen, cell-based, TR-FRET, antagonist arm of biased-ligand search | Melanocortin receptor 4 (Homo sapiens), P32245 | MC4R-expressing cells, MTII-stimulated cAMP, LANCE TR-FRET | inhibition, % at 6.5 µM | 360,000 compounds, 0.48% hits | AID 540295, 2011;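 active = inhibition above its plate's cutoff, the mean of tested wells on that plate plus 3 SD, cut at about 29% in these data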;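 also: 0% = Melanotan II alone and 100% = Melanotan II plus saturating MCL0020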
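System – human MC4R-expressing U2OS cells · Also added – Melanotan II · Dosing – one concentration, 6.5 µM nominal · Timing – 30-min compound, 1-h challenge, 1-h detection, room temperature · Measured by – Eu-cAMP/anti-cAMP TR-FRET, emission 671 nm · Replicates – singlicate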
m5-HT2A agonist: mouse Htr2a agonists via beta-arrestin recruitment, primary screen, cell-based, luminescence | 5-hydroxytryptamine receptor 2A (Mus musculus), P35363 | CHO-K1 mHTR2A beta-arrestin complementation; percent of 30 µM serotonin response | activation, % at 7.6 µM | 360,000 compounds, 0.66% hits;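 active = activation above a run cutoff, the mean activation of all tested compounds plus 3 SD, cut at about 14% in these data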;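 also: 0% = plate median of compound wells and 100% = 30 µM serotonin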
H9c2 protect: cardioprotection against H2O2-induced cell death, primary screen, uHTS, H9c2 cells, ATPLite luminescence; H9c2 cardiomyocytes, H2O2 injury protection, 2 h; protection from H2O2 cell death, % at 20 µM; 360,000 compounds, 0.63% hits; AID 588492, 2011;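 active = compounds giving at least 50% protection of heart cells from peroxide-induced death in the single-dose screen, raw or plate-pattern-corrected value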;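 also: 0% = DMSO wells with peroxide and 100% = DMSO wells without peroxide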
aDG glyco act: activators of alpha-DG glycosylation, primary screen, uHTS, Pro5-aDG cells, AlphaScreen; activation, % at 10 µM; 360,000 compounds, 0.22% hits; AID 624168, 2012; alpha-DG glycosylation AlphaScreen (IIH6); 0% Pro5, 100% B10-LARGE cell signal;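 active = activation of at least 8% versus controls, or a plate z-score of at least 8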;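 also: Pro5 are CHO cells carrying HIG-tagged alpha-DG that lacks glycosylation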
Exocytosis inh: LAMP-1 surface exposure blockers, TALL-104 cells – cell-based, flow cytometry, MLPCN library, primary screen; TALL-104 LAMP-1 surface exposure; cells stimulated with thapsigargin and PMA; inhibition, % at 10 µM; 360,000 compounds, 0.66% hits; AID 651702, 2012;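 active = inhibition above about 55%, limit read from the data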
ABCB6 inh MLPCN: ABCB6 transporter inhibitors, primary screen, K562-ABCB6 cells, flow cytometry, MLPCN library. ATP-binding cassette sub-family B member 6 (Homo sapiens), Q9NP58. K562-ABCB6 porphyrin accumulation, 1 h; stronger effect = lower value. fluorescence ratio to DMSO, % at 10 µM. 360,000 compounds, 0.19% hits. AID 602162, 2011;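 active = fluorescence ratio to DMSO below 75%, the collection mean minus 3 SD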;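 also: signal is porphyrin accumulated inside mitochondria; 100% equals median channel fluorescence of DMSO control wells; lower ratio means ABCB6 inhibition with less porphyrin fluorescence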
Target sequence (Q9NP58 whole entry, looked up): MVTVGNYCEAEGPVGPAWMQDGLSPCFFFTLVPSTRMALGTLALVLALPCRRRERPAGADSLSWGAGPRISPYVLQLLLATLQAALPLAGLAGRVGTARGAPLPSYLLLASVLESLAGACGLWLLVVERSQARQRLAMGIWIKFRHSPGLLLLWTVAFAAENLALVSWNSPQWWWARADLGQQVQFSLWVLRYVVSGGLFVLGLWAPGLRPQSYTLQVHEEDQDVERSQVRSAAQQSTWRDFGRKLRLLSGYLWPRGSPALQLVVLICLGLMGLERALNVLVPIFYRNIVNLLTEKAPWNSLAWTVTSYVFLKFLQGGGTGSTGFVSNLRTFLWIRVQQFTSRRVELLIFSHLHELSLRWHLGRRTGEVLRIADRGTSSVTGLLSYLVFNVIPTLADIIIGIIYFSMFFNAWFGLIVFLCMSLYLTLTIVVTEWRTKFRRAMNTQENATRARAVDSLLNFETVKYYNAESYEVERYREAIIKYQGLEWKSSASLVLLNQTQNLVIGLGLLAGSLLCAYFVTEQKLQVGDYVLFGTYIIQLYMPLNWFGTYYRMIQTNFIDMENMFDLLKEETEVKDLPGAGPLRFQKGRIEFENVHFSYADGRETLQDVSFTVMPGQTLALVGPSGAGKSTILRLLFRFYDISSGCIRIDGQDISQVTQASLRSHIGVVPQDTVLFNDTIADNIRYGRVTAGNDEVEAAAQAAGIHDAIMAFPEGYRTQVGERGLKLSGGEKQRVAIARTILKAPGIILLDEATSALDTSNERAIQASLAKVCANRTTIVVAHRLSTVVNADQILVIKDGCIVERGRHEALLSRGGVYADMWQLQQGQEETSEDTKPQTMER
Glyco luc inh: increase of ERlucT glycosylation luciferase signal, primary screen, N-linked glycosylation inhibitor project, D54 ERlucT cells, luminescence, set 2 | D54 ERlucT glycosylation luciferase reporter, 24 h; percent of 100 nM tunicamycin response | reporter increase, % at 12.5 µM | 360,000 compounds, 0.23% hits | AID 588692, 2011;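 active = mean luciferase reporter signal, scaled so untreated is 0 and the glycosylation-blocking control 100, at or above a set limit in every replicate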;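 also: luciferase carries N-glycosylation sites so blocking glycosylation raises the light; 0% = median of neutral control wells and 100% = median of 100 nM tunicamycin wells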
ABHD5 PLIN5 PPI: ABHD5-PLIN5 interaction inhibitors, primary screen, cell lysate, split luciferase complementation, luminescence | inhibition, % at 4 µM | Split G. princeps luciferase complementation, 4 h | 360,000 compounds, 0.78% hits | AID 602281, 2012 | Perilipin-5 (Homo sapiens) + 1-acylglycerol-3-phosphate O-acyltransferase ABHD5 (Homo …;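 active = inhibition above the mean inhibition across every tested compound plus 3 SD, cut at about 22% in these data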;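 also: 0% = DMSO only wells and the 100% control is not disclosed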
* marks the source's active call; other numbers are inactive results; x = not tested or not shown.

Each structure is followed by: hiPSC survival	ABHD5 PLIN5 PPI	MC4R ag barr	aDG glyco act	m5-HT2A agonist	Exocytosis inh	H9c2 protect	Glyco luc inh	MC4R antagonist	ABCB6 inh MLPCN
> COc1ccccc1CN1CC(C(=O)N(Cc2cnn(C)c2)C(C)C)CCC1=O (stereo unspecified)
 : -0.1	-1	-0.4	0.0	-7	0	3	1	4	102
> CN(Cc1ccccc1F)C(=O)CNC(=O)Cc1cccc2ccccc12
 : -0.4	-3	-1.7	0.0	8	14	1	-1	3	88
> C=CCn1c(SCc2nc3ccccc3[nH]2)nnc1-c1cccc(OC)c1
 : 0.7	-9	-1.1	0.2	3	-4	-3	-1	16	101
> CCOC(=O)N1CCN(C(=O)Cc2ccc(-n3c(=S)[nH]c4ccccc4c3=O)cc2)CC1
 : -2.0	-6	0.5	0.0	4	-9	5	1	6	96
> O=C1NC[C@H](Cc2ccccc2)N(C[C@@H]2CCCN2C[C@H](Cc2ccccc2)N2C[C@H](Cc3ccc(O)cc3)N(CCc3ccccc3)C(=O)C2=O)C1=O
 : 0.6	6	x	-0.2	4	-4	x	x	x	95
> COc1ccc(C2C(C(=O)N3CCCCC3)CCC(=O)N2c2cc(OC)c(OC)c(OC)c2)cc1 (stereo unspecified)
 : 8.1	3	-0.1	0.3	-1	-1	-5	2	26	106
> O=C(O)C1C2C=CC(C2)C1C(=O)OCC1CCCO1 (stereo unspecified)
 : -0.2	-2	-1.0	-0.1	12	-4	-3	-2	-1	102
> Cc1cc(NC(=O)NCc2ccccc2)c(=O)n(Cc2ccccc2F)c1
 : -0.6	1	-0.6	0.1	0	0	-13	-2	-1	104
> CCCCn1c(N)c(C(=S)NC(=O)CC(C)C)c(=O)n(C)c1=O
 : 1.0	9	-3.5	0.5	2	-3	24	7	8	95
> Cc1ccc(S(=O)(=O)NC(=O)C2(C)CCN2C(=O)c2ccccc2)cc1 (stereo unspecified)
 : -1.3	10	-0.3	-0.3	-3	-12	0	0	2	95
> COc1ccc(CNC(=O)C(CCSC)NS(=O)(=O)c2ccccc2F)cc1 (stereo unspecified)
 : 3.4	1	-3.7	0.0	5	8	-4	0	2	87
> Clc1ccc(N2CCOCC2)nn1
 : -2.7	3	-3.8	0.1	1	0	-7	1	-4	93
> O=C(O)c1cc(N/C(=N\S(=O)(=O)c2ccc(F)cc2)c2ccccc2)ccc1O
 : -0.1	-2	0.2	-0.2	-8	-3	-1	1	17	100
> COc1ccc(C2=C(c3ccccc3)OC(OC)c3cc(F)ccc32)cn1 (stereo unspecified)
 : -0.1	-1	x	-0.4	-4	12	x	x	x	103
> O=C(NCCN1CCOCC1)c1cccc(S(=O)(=O)N2CCCC2)c1
 : -0.2	0	-1.0	-0.2	10	3	2	1	2	100
> Cc1cccc(N2C(=O)C3CC3C2=O)c1 (stereo unspecified)
 : 2.2	4	-0.7	-0.2	1	1	4	1	1	98
> Cn1nc(C(C)(C)C)cc1C(=O)Nc1nc2c(s1)C(=O)CC(C)(C)C2
 : -1.1	-5	1.7	-0.2	3	0	5	0	13	100
> COc1ccc(C2CC(=O)C(C=NCCN3CCOCC3)=C(O)C2)cc1 (stereo unspecified)
 : 6.3	-5	-2.7	-0.1	-3	1	4	1	-1	103
> N#CCc1ccc(Oc2ncccn2)cc1
 : -0.4	0	-0.6	-0.1	10	27	3	1	6	95
> COC(=O)c1sccc1NC(=O)c1ccccc1
 : -1.0	0	-1.4	-0.2	-2	0	-11	0	2	99
> Cc1cccc(C2c3[nH]c4ccccc4c3CCN2C(=O)c2nn(C)c(=O)c3ccccc23)n1 (stereo unspecified)
 : -0.2	6	-3.6	-0.2	4	2	12	-3	13	100
> COc1ccc(-c2csc(N=C(N)N)n2)cc1
 : -0.5	7	-3.5	-0.1	1	-2	7	-1	0	97
> CSCCC(NS(=O)(=O)c1ccc(Cl)cc1)C(=O)OCC(=O)c1ccc(F)cc1 (stereo unspecified)
 : -1.3	-2	5.0	0.2	-3	1	-3	1	7	100
> COCCNS(=O)(=O)c1cc(F)ccc1OC
 : 0.6	-1	-2.3	0.0	-5	-1	14	0	5	95
> Cc1sc2ncnc(N3CCC(C(=O)N4CC(C)SC4=Nc4ccc(Cl)cc4)CC3)c2c1C (stereo unspecified)
 : 0.7	-8	2.0	0.0	2	12	-11	-3	9	91
> O=C(c1cc(=O)[nH]c2ccccc12)N1CCN(Cc2ccc3c(c2)OCO3)CC1
 : 1.2	-4	2.6	-0.1	-5	-2	1	1	6	103
> O=C(CCc1nc(-c2ccccn2)no1)NCc1ccc2c(c1)OCO2
 : 1.1	1	-1.1	0.1	1	1	0	1	20	97
> CCCC1=C(C(=O)OCC)C(c2cccs2)C(C#N)=C(N)O1 (stereo unspecified)
 : 8.5	3	-0.6	0.2	-15	0	-2	1	14	106
> COC(=O)c1c(C(=O)OC)c2oc3ccccc3n2c1Cl
 : 1.4	8	0.7	0.2	3	-3	10	3	-3	94
> O=C(N/N=C/c1cccs1)C(=O)N1CCCC1
 : 2.4	1	1.9	-0.2	1	-2	-1	0	-5	98
> C=CCn1cccc(C(=O)Nc2ccc(OC)c(Cl)c2)c1=O
 : 1.8	-3	-1.3	-0.1	-4	-4	-6	0	-2	94
> CC(Oc1ccccc1)C(=O)NC1C(=O)N2C1SC(C)(C)C2C(=O)O (stereo unspecified)
 : 6.3	0	0.7	-0.3	6	-1	2	0	0	95
> COCC(C)n1c(C)cc(C(=O)COC(=O)c2ccc(N3CCCC3=O)cc2)c1C (stereo unspecified)
 : 0.6	0	-1.1	-0.1	2	-1	26	-2	-6	95
> COc1ccc(C(=C(CC(=O)O)C(=O)OC(C)(C)C)c2cc(OC)c(OC)c(OC)c2)cc1OC
 : 2.4	-2	-0.7	-0.1	-4	-3	-2	2	4	99
> CC1=NN2C(=N)/C(=C\c3cc(C)n(-c4ccc(C)cc4)c3C)C(=O)N=C2S1
 : -0.6	8	-2.3	-0.1	0	-5	-7	3	5	102
> Oc1ccc2c(ccc3[nH]cnc32)c1
 : 0.9	0	-0.8	-0.1	0	-2	3	-3	2	95
> COc1ccc(C(=O)NCCNc2nc3cc(C)cc(C)c3cc2C#N)c(OC)c1
 : x	1	x	2.2	-5	-9	x	x	x	x
> O=C(NC1CCCCCC1)c1cc2ccccc2oc1=O
 : -0.7	-2	3.2	-0.2	-2	-1	-7	-12	13	100
> CCc1nc2ccccc2nc1N1CCN(S(=O)(=O)c2c(C)cc(Cl)cc2C)CC1
 : -0.2	-1	-1.2	-0.1	1	-3	2	0	6	99
> C/C(=N\NC(=S)NCCc1ccccc1)c1ccc(Cl)cc1
 : 2.2	-9	-1.9	0.1	-7	-2	-3	1	-4	94
> Brc1ccc(-c2ccc(/C=N/Nc3nc(N4CCOCC4)nc(N4CCOCC4)n3)o2)cc1
 : 0.2	-4	-3.5	-0.6	-6	8	95*	-4	2	94
> CCOc1ccc(-n2c(SCC(=O)Nc3cc(C)on3)nnc2-c2c[nH]c3ccccc23)cc1
 : -1.9	-6	4.8	0.3	1	0	4	2	22	102
> CCN1CCC[C@H]1CNCCCn1cnc2c(SC)ncnc21
 : -0.2	0	1.0	-0.2	4	1	7	0	13	95
> COc1ccc(S(=O)(=O)N2CCCCCC2)cc1C(=O)Nc1cc(C)ccn1
 : 0.4	-15	1.3	-0.2	1	0	7	-3	5	93
> CCOC(=O)c1ccc2c(c1)nc(COc1ccc3ccccc3c1)n2CC
 : -1.1	-2	-2.8	0.2	-3	-1	-5	3	10	101
> C=CCn1c(C)cc(C(=O)COc2ccc(N(C)S(=O)(=O)c3ccc(NC(C)=O)cc3)cc2)c1C
 : -0.7	1	1.5	-0.7	7	-4	-10	-5	40*	98
> O=C(NC1CC1)C1=C[C@@H](c2ccc(Br)cc2)C[C@@H](OCc2ccc(CO)cc2)O1
 : 0.2	5	-0.3	0.2	-9	-2	2	-3	3	94
> C=C(C)CSc1nc(C)c(Cc2ccccc2)c(=O)[nH]1
 : 0.3	-4	-0.9	0.1	6	1	2	-2	4	93
> CC(SCC(=O)Nc1ccc(S(=O)(=O)N2CCCCC2)cc1)C(=O)O (stereo unspecified)
 : 2.5	-9	2.4	-0.2	-2	-1	-1	1	-2	102
> COc1cc(NC(=O)CCCn2c(=S)[nH]c3ccccc3c2=O)cc(OC)c1OC
 : 1.5	0	-1.0	0.8	-5	-4	5	-2	13	99
> Sc1ccccc1N=Cc1cccs1
 : -2.5	-3	-3.5	-0.1	-4	0	-10	-2	-1	82
> CCOC(=O)C1CCN(C(=O)CCS(=O)(=O)Cc2ccccc2)CC1
 : -0.8	2	-1.0	-0.1	-2	15	2	1	-3	97
> CCCCn1c(N)c(N(CCOC)C(=O)COC(=O)Cc2cccc(OC)c2)c(=O)[nH]c1=O
 : -0.5	1	-3.3	1.7	-3	6	7	1	2	94
> COc1ccc(OC)c(S(=O)(=O)N2CCN(c3ccc(F)cc3)CC2)c1
 : 2.2	7	-0.8	0.1	-5	8	-5	-3	2	103
> O=C(COC(=O)CNC(=O)c1sc2ccccc2c1Cl)Nc1c(Cl)cc(Cl)cc1Cl
 : 1.3	-1	4.0	-0.1	-1	-3	3	1	5	102
> O=C(N/N=C/c1cccs1)c1ccc2ncccc2c1
 : -0.5	-1	-2.9	-0.2	-1	2	17	2	-7	97
> COc1cc2cc(Oc3ccc4ccc(=O)oc4c3)c(=O)oc2cc1O[C@@H]1O[C@H](CO)[C@@H](O)[C@H](O)[C@H]1O
 : -1.3	8	-0.8	0.0	10	-4	3	1	5	98
> COP(=O)(OC)c1nc(-c2ccccc2)oc1N1CCOCC1
 : 0.6	-5	-2.2	-0.2	3	6	-6	1	4	97
> O=C(NCc1ccc(F)cc1)c1cc(C2CCCN(C(=O)C3CCCCC3)C2)on1 (stereo unspecified)
 : 1.0	2	-1.1	0.0	1	-3	-6	-5	12	96
> CC(=O)Nc1ccc(S(=O)(=O)NN=c2sc3ccccc3n2C)cc1N
 : 3.6	6	0.2	-0.3	-2	-2	9	1	0	98
